GSK3beta inhib: inhibitors of human GSK3beta kinase; P49841; GST-GSK3beta kinase, ADP-Glo luminescence, 60 min; hits give low values; activity score (negative = inhibition), % at 10 µM; 300,000 compounds, 0.038% hits; AID 2097;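 active = more than half of replicate wells score below -50%, meaning over 50% inhibition versus plate controls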;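 note: 0% = median DMSO wells and -100% = median GW8510 positive control wells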
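Test system – GST-tagged human GSK3beta kinase, cell-free · Incubation – 60 min enzyme reaction, room temperature · Signal – ADP-Glo luminescence · Also added – peptide substrate and ATP at 25 µM · Controls – DMSO neutral wells and GW8510 at 20 µM as positive · Buffer or medium – Tris/MgCl2 kinase buffer · Measure – Luminescence-derived activity versus plate DMSO and GW8510 wells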
KCNK9 inh: blocks the human KCNK9 two-pore domain potassium channel | HEK293 KCNK9, FluxOR thallium flux fluorescence; hits give low values | B-score at 10 µM | 310,000 compounds, 1.2% hits | AID 488922;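 active = ratio B-score over 3 SD below the library mean, with starting fluorescence within 5 SD of its mean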;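 note: negative B-score means less thallium flux so channel inhibition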
Target sequence (Q9NPC2 whole entry, looked up, the tested form may be a part): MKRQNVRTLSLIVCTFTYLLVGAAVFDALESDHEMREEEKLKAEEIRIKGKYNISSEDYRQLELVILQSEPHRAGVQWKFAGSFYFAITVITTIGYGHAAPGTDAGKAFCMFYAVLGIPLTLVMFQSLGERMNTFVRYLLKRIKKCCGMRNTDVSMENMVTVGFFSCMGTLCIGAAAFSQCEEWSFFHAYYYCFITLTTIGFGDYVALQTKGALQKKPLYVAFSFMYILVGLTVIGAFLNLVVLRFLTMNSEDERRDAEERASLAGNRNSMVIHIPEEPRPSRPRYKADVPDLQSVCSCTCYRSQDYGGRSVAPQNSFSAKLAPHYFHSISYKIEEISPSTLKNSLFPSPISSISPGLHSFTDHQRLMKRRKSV
KCNQ1 act: potentiates or activates the human KCNQ1 potassium channel. P51787. B-score at 10 µM. 310,000 compounds, 0.35% hits. CHO-K1 KCNQ1, thallium flux FluxOR fluorescence; hits give high values. AID 2648;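 active = fluorescence ratio B-score, a plate-corrected score, at least three library SD, with initial intensity B-score within 5 SD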
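System: Stable KCNQ1 CHO-K1 line | Incubation: 90 min dye loading and 20 min compound exposure, both at room temperature | Measure: Ratio B score | Medium: Assay buffer for compound exposure, DMSO matched across wells | Compound dosing: Single-concentration screen | Probe or stimulus: K+/Tl+ depolarizing stimulus | Measured by: Kinetic FluxOR fluorescence, 10 s baseline plus 110 s post-stimulus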
KCNK3 block: human KCNK3 channel inhibition, primary screen; CHO-KCNK3 thallium flux, FluxOR fluorescence; hits give low values; B-score at 10 µM; O14649; 340,000 compounds, 0.84% hits;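 active = B-score under library mean minus 4 SD, starting fluorescence ratio at most library mean plus 5 SD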;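 note: more negative B-score means stronger inhibition of thallium flux through KCNK3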
RGS4 inh: human RGS4 inhibition. B-score at 10 µM. 310,000 compounds, 0.45% hits. P49798. HEK293 M3R/RGS4 inducible, Fluo-4 calcium flux; hits give high values; triggered by carbachol at its EC20;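 active = B-score, a plate-corrected calcium signal, over three deviations above library mean, with baseline fluorescence within five deviations of library mean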;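 note: RGS4 expression induced by doxycycline in cells with stable M3 receptor; B-score is computed from the integrated fluorescence ratio over baseline after carbachol; higher B-score means a larger calcium signal and so more RGS4 inhibition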
Target sequence (P49798 whole entry, looked up): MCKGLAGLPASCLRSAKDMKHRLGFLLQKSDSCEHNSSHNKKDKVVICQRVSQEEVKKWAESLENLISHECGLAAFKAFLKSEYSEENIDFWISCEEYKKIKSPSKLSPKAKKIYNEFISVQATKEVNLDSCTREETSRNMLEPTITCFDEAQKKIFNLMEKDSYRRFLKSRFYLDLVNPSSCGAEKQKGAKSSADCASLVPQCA
hERG protect: hERG (human) protection from proarrhythmic block; Q12809; CHO-hERG, FluxOR thallium flux, dofetilide IC70 present; AID 1511; activation (rescue from dofetilide block), less the hit threshold, % at 10 µM; 310,000 compounds, 0.51% hits;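 active = activation above the mean of controls blocked by dofetilide plus 5 SD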;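 note: thallium influx through hERG after potassium depolarization seen as dye fluorescence rise; in these data hits start at about 4.7%; inactives centre near -7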
Dyrk1A ADPGlo: Dyrk1A (rat) kinase inhibition; ADP-Glo luminescence, NFATc1 peptide; inhibition, % at 12.5 µM; 310,000 compounds, 0.43% hits; in the data active = inhibition above about 50%;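 note: plate controls were vehicle with enzyme for no effect and no enzyme for full effect; many of its hits are not listed in these tables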
GSK3 alpha inh: blocks human GSK-3 alpha kinase; AID 2650; P49840; inhibition, % at 10 µM; ADP-Glo luminescence, 60 min; 320,000 compounds, 0.1% hits;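 in the data active = inhibition above about 50%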;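 note: GST-tagged GSK-3 alpha with peptide substrate and 25 µM ATP; 0% = DMSO neutral wells and 100% = GW8510 positive control wells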
Target sequence (P49840 whole entry, looked up): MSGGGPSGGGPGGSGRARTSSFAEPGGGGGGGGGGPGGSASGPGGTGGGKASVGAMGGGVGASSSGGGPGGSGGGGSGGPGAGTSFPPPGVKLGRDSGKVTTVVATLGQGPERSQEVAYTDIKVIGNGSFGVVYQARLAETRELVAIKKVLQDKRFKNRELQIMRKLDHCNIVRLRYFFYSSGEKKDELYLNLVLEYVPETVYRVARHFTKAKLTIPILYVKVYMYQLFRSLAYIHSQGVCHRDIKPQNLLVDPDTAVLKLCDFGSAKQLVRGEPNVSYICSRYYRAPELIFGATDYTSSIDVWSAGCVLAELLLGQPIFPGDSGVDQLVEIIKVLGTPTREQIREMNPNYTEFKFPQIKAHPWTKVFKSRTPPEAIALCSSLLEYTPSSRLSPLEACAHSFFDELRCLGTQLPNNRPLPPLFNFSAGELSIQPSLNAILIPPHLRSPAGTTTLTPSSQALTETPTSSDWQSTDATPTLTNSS
KCNQ1 block: human KCNQ1 channel inhibition | CHO-K1 KCNQ1, FluxOR thallium flux fluorescence; hits give high values | B-score at 10 µM | 310,000 compounds, 1.3% hits | AID 2642;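 active = compounds whose thallium flux B-score, printed positive for inhibition, exceeds three library SD while starting fluorescence stays within three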;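 note: channel opened by potassium depolarization with thallium stimulus after 20 min compound exposure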
PolyA inhibitor: yeast polyadenylation inhibition; S. cerevisiae SKY197-pL101 polyadenylation reporter, beta-gal luminescence; efflux-impaired pdr1/pdr3 knockout yeast; score 100 = 6 SD above DMSO; calls only at 12 µM; 300,000 compounds, 0.02% hits; AID 1875;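 active = lowest replicate activity score at least 50, where 100 means six control SD above control mean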;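 note: yeast exposed to compound for 9 h at 30 °C; higher score means more reporter readthrough which indicates perturbed polyadenylation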
RGS4 pot: RGS4 potentiation or activation; HEK293 M3R/inducible RGS4, carbachol calcium flux Fluo4; hits give low values; 310,000 compounds, 0.92% hits; B-score at 10 µM; AID 463111;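 active = B-score of the integrated calcium signal more than 4 SD below the library mean, with starting fluorescence not abnormally high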;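 note: negative B-score means reduced calcium response which marks RGS4 activation or potentiation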
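Material: M3R-expressing HEK293 line, RGS4 induced by doxycycline | Schedule: Overnight RGS4 induction, 30 min dye load 37 °C, 20 min compound RT | Measured by: Fluo4 fluorescence kinetic imaging of calcium | Read-out: Integrated calcium ratio converted to B score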
* hit, by the source's call. This is a subset; rates above refer to the full screens.

Results for CN(C(=O)COC(=O)CNC(=O)CNC(=O)c1ccc(Cl)cc1Cl)c1ccccc1 ?
GSK3beta inhib: 6.3; KCNK9 inh: inactive; KCNQ1 act: inactive; KCNK3 block: inactive; RGS4 inh: inactive; hERG protect: -16.3; Dyrk1A ADPGlo: 1.4; GSK3 alpha inh: -4.5; KCNQ1 block: inactive; PolyA inhibitor: inactive; RGS4 pot: inactive

How did COc1cc(C2CC(=O)NC3=C2C(=O)CC(C)(C)C3)ccc1O (stereo not given) do in these assays?
GSK3beta inhib: 3.7; KCNK9 inh: inactive; KCNQ1 act: inactive; KCNK3 block: inactive; RGS4 inh: inactive; hERG protect: -5.8; KCNQ1 block: inactive; PolyA inhibitor: inactive; RGS4 pot: inactive

Results for NNC(=O)c1ccc(N2CCc3ccccc32)c([N+](=O)[O-])c1 ?
GSK3beta inhib: 2.3; KCNK9 inh: inactive; KCNQ1 act: inactive; KCNK3 block: inactive; RGS4 inh: inactive; hERG protect: -9.6; GSK3 alpha inh: 0.3; KCNQ1 block: inactive; PolyA inhibitor: inactive; RGS4 pot: inactive

What do the screens show for `CS(=O)(=O)Nc1ccc2c(c1)nc1n2CCOC1`?
GSK3beta inhib: 1.4; KCNK9 inh: inactive; KCNQ1 act: inactive; KCNK3 block: inactive; RGS4 inh: inactive; hERG protect: -15.3; Dyrk1A ADPGlo: -2.1; GSK3 alpha inh: -1.7; KCNQ1 block: inactive; PolyA inhibitor: inactive; RGS4 pot: inactive

How did Cc1ncn(-c2ccc(C(=O)Oc3ccccc3)cn2)n1 do in these assays?
GSK3beta inhib: 2.9; KCNK9 inh: inactive; KCNQ1 act: inactive; KCNK3 block: inactive; RGS4 inh: inactive; hERG protect: -10.4; Dyrk1A ADPGlo: 2.2; GSK3 alpha inh: -1.3; KCNQ1 block: inactive; PolyA inhibitor: inactive; RGS4 pot: inactive

What do the screens show for `CCOc1ccccc1OCCCOc1ccc([N+](=O)[O-])cc1Cl`?
GSK3beta inhib: 2.2; KCNK9 inh: inactive; KCNQ1 act: inactive; KCNK3 block: -9.79*; RGS4 inh: inactive; hERG protect: 2.6; Dyrk1A ADPGlo: 7.3; GSK3 alpha inh: -3.5; KCNQ1 block: inactive; PolyA inhibitor: inactive; RGS4 pot: inactive

How did CC(=O)Nc1ccc(S(=O)(=O)N2CCN(CC(=O)NC3CCCC3)CC2)cc1 do in these assays?
GSK3beta inhib: 1.8; KCNK9 inh: inactive; KCNQ1 act: inactive; KCNK3 block: inactive; RGS4 inh: inactive; hERG protect: -7.6; Dyrk1A ADPGlo: -0.2; GSK3 alpha inh: 0.7; KCNQ1 block: inactive; PolyA inhibitor: inactive; RGS4 pot: inactive

How did O=C(Nc1ccc(Cl)cc1)Nc1ccc(N2CCOCC2)cc1 do in these assays?
GSK3beta inhib: 1.6; KCNK9 inh: inactive; KCNQ1 act: inactive; KCNK3 block: inactive; RGS4 inh: inactive; hERG protect: -12.8; Dyrk1A ADPGlo: 3.4; GSK3 alpha inh: -4.6; KCNQ1 block: inactive; PolyA inhibitor: inactive; RGS4 pot: inactive

Results for CC1CCc2sc3c(c2C1)c(=O)n(CC(=O)O)c(=O)n3Cc1ccc(Cl)cc1 (stereo not given) ?
GSK3beta inhib: -1.0; KCNK9 inh: inactive; KCNQ1 act: inactive; KCNK3 block: inactive; RGS4 inh: inactive; hERG protect: -10.0; Dyrk1A ADPGlo: -6.0; GSK3 alpha inh: -6.9; KCNQ1 block: inactive; PolyA inhibitor: inactive; RGS4 pot: inactive

How did Cc1cccc(N2CCN(C(=O)c3cc(S(=O)(=O)N4CCOCC4)cn3C)CC2C)c1 (stereo not given) do in these assays?
GSK3beta inhib: -1.3; KCNK9 inh: inactive; KCNQ1 act: inactive; KCNK3 block: inactive; RGS4 inh: inactive; hERG protect: -6.7; Dyrk1A ADPGlo: -0.2; GSK3 alpha inh: -2.3; KCNQ1 block: inactive; PolyA inhibitor: inactive; RGS4 pot: inactive

Results for O=C(COc1ccc(Br)cc1)N1CCCCCC1 ?
GSK3beta inhib: 1.1; KCNK9 inh: inactive; KCNQ1 act: inactive; KCNK3 block: inactive; RGS4 inh: inactive; hERG protect: -2.8; Dyrk1A ADPGlo: -2.0; GSK3 alpha inh: 0.5; KCNQ1 block: inactive; PolyA inhibitor: inactive; RGS4 pot: inactive

How did COc1cc(C(=O)NNC2=CC(=O)CC(C)(C)C2)cc(OC)c1OC do in these assays?
GSK3beta inhib: 3.1; KCNK9 inh: inactive; KCNQ1 act: inactive; KCNK3 block: inactive; RGS4 inh: inactive; hERG protect: -5.0; Dyrk1A ADPGlo: -0.7; GSK3 alpha inh: 0.3; KCNQ1 block: inactive; PolyA inhibitor: inactive; RGS4 pot: inactive

Results for COc1ccc(S(=O)(=O)Oc2ccc3c(c2)O/C(=C\c2cccnc2)C3=O)cc1 ?
GSK3beta inhib: -0.5; KCNK9 inh: inactive; KCNQ1 act: inactive; KCNK3 block: inactive; RGS4 inh: inactive; hERG protect: -11.5; Dyrk1A ADPGlo: 5.7; GSK3 alpha inh: -2.9; KCNQ1 block: inactive; PolyA inhibitor: inactive; RGS4 pot: inactive

Results for COc1ccc(NC(=O)c2cc(SC)ccc2Cl)cc1 ?
GSK3beta inhib: -0.8; KCNK9 inh: inactive; KCNQ1 act: inactive; KCNK3 block: inactive; RGS4 inh: inactive; hERG protect: -5.3; Dyrk1A ADPGlo: -0.1; GSK3 alpha inh: 1.4; KCNQ1 block: inactive; PolyA inhibitor: inactive; RGS4 pot: inactive

What do the screens show for `CC1(C)CNC(=O)C=C(c2ccccc2)C1`?
GSK3beta inhib: 2.5; KCNK9 inh: inactive; KCNQ1 act: inactive; KCNK3 block: inactive; RGS4 inh: inactive; hERG protect: -2.0; GSK3 alpha inh: -1.0; KCNQ1 block: inactive; PolyA inhibitor: inactive; RGS4 pot: inactive

How did COCc1cc(C)nc2sc(C(=O)OC(C)C)c(N)c12 do in these assays?
GSK3beta inhib: -4.9; KCNK9 inh: inactive; KCNQ1 act: inactive; KCNK3 block: inactive; RGS4 inh: inactive; hERG protect: -8.7; Dyrk1A ADPGlo: 3.3; GSK3 alpha inh: -2.5; KCNQ1 block: inactive; PolyA inhibitor: inactive; RGS4 pot: inactive

How did CC(=O)C1=C(C)NC(SCC(N)=O)=C(C#N)C1c1sccc1C (stereo not given) do in these assays?
GSK3beta inhib: -1.5; KCNK9 inh: inactive; KCNQ1 act: inactive; KCNK3 block: inactive; RGS4 inh: inactive; hERG protect: -4.2; Dyrk1A ADPGlo: -4.7; GSK3 alpha inh: -2.9; KCNQ1 block: inactive; PolyA inhibitor: inactive; RGS4 pot: inactive

Results for CCOC(=O)N1CCC(Nc2c(N3CCN(c4cccc(C(F)(F)F)c4)CC3)c(=O)c2=O)CC1 ?
GSK3beta inhib: 1.5; KCNK9 inh: inactive; KCNQ1 act: inactive; KCNK3 block: inactive; RGS4 inh: inactive; hERG protect: -10.5; Dyrk1A ADPGlo: -4.5; KCNQ1 block: inactive; PolyA inhibitor: inactive; RGS4 pot: inactive

Results for Cc1ccc(C)n1-c1sccc1C(=O)O ?
GSK3beta inhib: -0.6; KCNK9 inh: inactive; KCNQ1 act: inactive; KCNK3 block: inactive; RGS4 inh: inactive; hERG protect: 1.1; Dyrk1A ADPGlo: 5.9; KCNQ1 block: inactive; PolyA inhibitor: inactive; RGS4 pot: inactive

Results for CCn1c(C)cc2c(c1=O)C(c1ccccc1)C(C(=O)OC)=C(N)O2 (stereo not given) ?
GSK3beta inhib: -0.2; KCNK9 inh: inactive; KCNQ1 act: inactive; KCNK3 block: inactive; RGS4 inh: inactive; hERG protect: -1.9; Dyrk1A ADPGlo: 2.9; GSK3 alpha inh: -0.2; KCNQ1 block: inactive; PolyA inhibitor: inactive; RGS4 pot: inactive

Results for COC(=O)c1[nH]c2cc(OC)ccc2c1NC(=O)c1ccc2c(c1)OCO2 ?
GSK3beta inhib: 0.1; KCNK9 inh: inactive; KCNQ1 act: inactive; KCNK3 block: inactive; RGS4 inh: inactive; hERG protect: -11.2; Dyrk1A ADPGlo: 4.8; GSK3 alpha inh: -1.0; KCNQ1 block: inactive; PolyA inhibitor: inactive; RGS4 pot: inactive

What do the screens show for `CN(CCNC(=O)c1ccc(CS(=O)(=O)c2ccc(Br)cc2)o1)CCc1ccccc1`?
GSK3beta inhib: 0.8; KCNK9 inh: inactive; KCNQ1 act: inactive; KCNK3 block: inactive; RGS4 inh: inactive; hERG protect: -11.9; Dyrk1A ADPGlo: 2.8; GSK3 alpha inh: -1.0; KCNQ1 block: inactive; PolyA inhibitor: inactive; RGS4 pot: inactive

How did COc1cc(/C=C2\CCCc3c2nc2ccccc2c3C(=O)O)cc([N+](=O)[O-])c1O do in these assays?
GSK3beta inhib: 3.6; KCNK9 inh: inactive; KCNQ1 act: inactive; KCNK3 block: inactive; RGS4 inh: inactive; hERG protect: -8.8; Dyrk1A ADPGlo: -0.7; GSK3 alpha inh: -1.7; KCNQ1 block: inactive; PolyA inhibitor: inactive; RGS4 pot: inactive

What do the screens show for `Cc1c(NC(=O)CSc2ncccn2)c(=O)n(-c2ccccc2)n1C`?
GSK3beta inhib: -0.7; KCNK9 inh: inactive; KCNQ1 act: inactive; KCNK3 block: inactive; RGS4 inh: inactive; hERG protect: -2.5; GSK3 alpha inh: 10.5; KCNQ1 block: inactive; PolyA inhibitor: inactive; RGS4 pot: inactive

Results for NCCCN1CCOCC1 ?
GSK3beta inhib: 0.7; KCNK9 inh: inactive; KCNQ1 act: inactive; KCNK3 block: inactive; RGS4 inh: inactive; hERG protect: -6.2; Dyrk1A ADPGlo: -1.8; GSK3 alpha inh: -0.1; KCNQ1 block: inactive; PolyA inhibitor: inactive; RGS4 pot: inactive

How did O=C(/C=C/c1cccs1)Nc1sc2c(c1C(=O)O)CCCC2 do in these assays?
GSK3beta inhib: 2.5; KCNK9 inh: inactive; KCNQ1 act: inactive; KCNK3 block: inactive; RGS4 inh: inactive; hERG protect: -3.1; Dyrk1A ADPGlo: -7.7; GSK3 alpha inh: -3.1; KCNQ1 block: inactive; PolyA inhibitor: inactive; RGS4 pot: inactive

How did Cc1cc(NC(=O)c2oc3ccccc3c2C)ccc1-n1cnnn1 do in these assays?
GSK3beta inhib: 2.5; KCNK9 inh: inactive; KCNQ1 act: inactive; KCNK3 block: inactive; RGS4 inh: inactive; hERG protect: -13.9; Dyrk1A ADPGlo: -5.4; GSK3 alpha inh: -4.6; KCNQ1 block: inactive; PolyA inhibitor: inactive; RGS4 pot: inactive

Assay outcomes as filed in PubChem.
